Bioassay records: PubChem, National Center for Advancing Translational Sciences (NCATS)
TDP1 inh: TDP1 (human) enzyme inhibition. Q9NUW8. recombinant TDP1, AlphaScreen DNA substrate cleavage. Potency, µM (highest dose often 130 µM), inactives show at the top dose activity change, negative = inhibition, actives largely listed as inhibitors. 350,000 compounds, 0.28% hits. AID 485290; further: nearly all actives have a fitted effect of over 40% in size
Target sequence (Q9NUW8 whole entry, looked up): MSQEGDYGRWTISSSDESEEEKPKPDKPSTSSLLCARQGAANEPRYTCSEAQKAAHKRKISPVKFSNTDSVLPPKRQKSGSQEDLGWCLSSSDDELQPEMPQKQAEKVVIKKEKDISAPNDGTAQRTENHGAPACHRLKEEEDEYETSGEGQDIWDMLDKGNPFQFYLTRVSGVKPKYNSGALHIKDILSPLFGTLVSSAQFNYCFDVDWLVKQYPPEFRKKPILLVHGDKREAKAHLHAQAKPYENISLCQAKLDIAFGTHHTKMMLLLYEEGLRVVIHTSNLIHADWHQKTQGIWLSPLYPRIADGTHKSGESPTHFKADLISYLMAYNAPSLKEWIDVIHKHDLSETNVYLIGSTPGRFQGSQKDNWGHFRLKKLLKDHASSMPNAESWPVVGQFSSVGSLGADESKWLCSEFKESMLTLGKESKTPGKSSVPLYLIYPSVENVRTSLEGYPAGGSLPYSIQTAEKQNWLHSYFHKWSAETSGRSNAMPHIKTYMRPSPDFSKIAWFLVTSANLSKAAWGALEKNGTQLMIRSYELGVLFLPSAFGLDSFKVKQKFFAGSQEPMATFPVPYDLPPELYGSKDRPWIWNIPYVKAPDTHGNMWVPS
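Tdp1 1 nM final; 15 min RT w/ cpd; substrate 15 nM, 5 min; beads 10 ug/ml, 10 min; AlphaScreen read. Neg ctrl: no enzyme.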
DT40 TDP1 no CPT: qHTS for Inhibitors of human tyrosyl-DNA phosphodiesterase 1 (TDP1): qHTS in cells in absence of CPT; 420,000 compounds, 15% hits; AID 686978, 2013; DT40 Tdp1-/- hTDP1 cells, no CPT, ATP luminescence, 48 h; Potency, µM (highest dose often 46.2 µM), for the others: at the top dose activity change, negative = growth inhibition, most hits filed as inhibitors; further: nearly all actives have a fitted effect of over 55% in size
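Growth kinetics read by CellTiter-Glo luminescence after ≥48 hr at 37 °C. Cells: DT40 Tdp1-/- stably carrying human TDP1, 400 per well, compound exposure in the absence of CPT (DMSO vehicle).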
DT40 TDP1 CPT: DT40-hTDP1 cell growth loss with CPT. 420,000 compounds, 12% hits. Potency, µM (doses to about 46.2 µM), without a hit: top-dose activity change, negative = growth inhibition, hits mostly inhibitors. AID 686979. chicken DT40 Tdp1-/-;hTDP1 cells + 20 nM CPT, ATP luminescence, 48 h; further: nearly all actives have a fitted effect of over 55% in size
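Chicken DT40 Tdp1-/- cells complemented with human TDP1, 400 cells/well, exposed to compounds plus 20 nM camptothecin for at least 48 h at 37 C; viability read as ATP content by CellTiter-Glo luminescence.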
An asterisk follows results filed as active; ? = inconclusive; nt = no result given; & = joins results of further samples; [ ] = another dose, or the depositor's remark. The call rests on the fitted dose curve; in most records, active means well fitted curve in the direction sought with a large enough effect; inconclusive means small, poorly fitted or top-dose-only effect, or another doubt; inactive means no such curve, though single readings can be large; an effect the other way counts as inactive or inconclusive. On the % scale 0 is the no-effect control and ±100 the full control effect; potency means the concentration at half of the fitted maximal effect.

SMILES | TDP1 inh | DT40 TDP1 no CPT | DT40 TDP1 CPT
CCOC(=O)C1CCCN(c2oc(-c3ccc(F)cc3)nc2C#N)C1 (stereo not drawn) | 7% | 0% | 5%
CCN1C(=O)NC(c2cc(Br)ccc2OC)C(C(=O)OC)=C1C (stereo not drawn) | 0% | ? | ?
O=C(CSc1n[nH]c(=O)n1-c1cccnc1)Nc1ccccc1Cl | 1% | -4% | 19%
CC1(C(=O)N/N=C/c2ccccc2)CC1(Cl)Cl (stereo not drawn) | nt | -16% | -4%
C#Cc1ccc(C(=O)NCc2ccc(N3CCCC3=O)cc2)cc1 | -8% | -7% | ?
CCC(=O)N1CCC1(C)C(=O)Nc1ccccc1 (stereo not drawn) | nt | 1% | 0%
CCc1ccc(-c2nc(SCC(=O)N(CCOC)c3c(N)n(Cc4ccccc4)c(=O)[nH]c3=O)n[nH]2)cc1 | 4% | -2% | 3%
COc1ccc(CN2C(=O)CCC2(C)c2nnnn2-c2ccc3c(c2)OCCO3)cc1OC (stereo not drawn) | nt | -7% | -10%
Cc1ccc(S(=O)(=O)N(C)C)cc1NC(=O)/C=C/c1cccs1 | 1% | -25% | 0%
Cn1c(SCC(=O)N2CCCC2)nnc1-c1ccc2c(c1)OCO2 | 0% | 19% | 0%
Fc1ccccc1COc1ccc(/C=N/n2cnnc2)cc1 | 5% | -20% | 0%
COC(=O)c1ccc(-n2cnc3ccccc32)nc1 | -1% | 0% | 3%
CCOc1cc(/C=N/NC(=O)c2ccncc2)ccc1OS(C)(=O)=O | 3% | -22% | -4%
COCCOC(=O)C1=C(C)NC(=O)NC1c1c(F)cccc1Cl (stereo not drawn) | -6% | 2% | -1%
COC(=O)C1=C(C)N(c2ccc(Cl)cc2)/C(=C/c2cccs2)C1=O | 0% | 13µM* | ?
CCN(CC)CCNC(=O)c1cc2c(-c3ccc(Cl)cc3)nn(C)c2s1 | 0% | ? | ?
CC(OC(=O)C1=Cc2ccccc2OC1)C(=O)NCC1CCCO1 (stereo not drawn) | nt | -15% | ?
CSc1nnc(-c2ccc(Cl)cc2Cl)o1 | 4% | 0% | -10%
CSCCC(NS(=O)(=O)c1ccc(Cl)cc1)C(=O)OCc1cccc(Cl)c1 (stereo not drawn) | 1% | ? | ?
CCC(OC(=O)c1cccs1)C(=O)NCc1ccco1 (stereo not drawn) | -1% | -24% | -5%
O=C(C1CC(=O)N(c2ccc(F)cc2)C1)N1CCCCCC1 (stereo not drawn) | 4% | -8% | -10%
COCCSc1nnc(NC(=O)c2ccc(OC)c([N+](=O)[O-])c2)s1 | 3% | 9% | 2%
CC1(C(=O)NS(=O)(=O)c2ccc(F)cc2F)CCN1C(=O)Cc1ccc(-c2ccccc2)cc1 (stereo not drawn) | nt | -13% | -5%
CC1CCCC(NC(=O)COC(=O)c2ccc(Br)o2)C1C (stereo not drawn) | 1% | -4% | -21%
Cc1ccc(NC(=O)C(C)SCc2ccccc2)cc1 (stereo not drawn) | 3% | -16% | -2%

Arranged by formula weight (lowest first): some entries from above
SMILES | TDP1 inh | DT40 TDP1 no CPT | DT40 TDP1 CPT
CCC(=O)N1CCC1(C)C(=O)Nc1ccccc1 (stereo not drawn) | nt | 1% | 0%
CSc1nnc(-c2ccc(Cl)cc2Cl)o1 | 4% | 0% | -10%
CC1(C(=O)N/N=C/c2ccccc2)CC1(Cl)Cl (stereo not drawn) | nt | -16% | -4%
Cc1ccc(NC(=O)C(C)SCc2ccccc2)cc1 (stereo not drawn) | 3% | -16% | -2%
CCC(OC(=O)c1cccs1)C(=O)NCc1ccco1 (stereo not drawn) | -1% | -24% | -5%
O=C(C1CC(=O)N(c2ccc(F)cc2)C1)N1CCCCCC1 (stereo not drawn) | 4% | -8% | -10%
CCOC(=O)C1CCCN(c2oc(-c3ccc(F)cc3)nc2C#N)C1 (stereo not drawn) | 7% | 0% | 5%
Cn1c(SCC(=O)N2CCCC2)nnc1-c1ccc2c(c1)OCO2 | 0% | 19% | 0%
Cc1ccc(S(=O)(=O)N(C)C)cc1NC(=O)/C=C/c1cccs1 | 1% | -25% | 0%
COC(=O)C1=C(C)N(c2ccc(Cl)cc2)/C(=C/c2cccs2)C1=O | 0% | 13µM* | ?
COCCSc1nnc(NC(=O)c2ccc(OC)c([N+](=O)[O-])c2)s1 | 3% | 9% | 2%
CSCCC(NS(=O)(=O)c1ccc(Cl)cc1)C(=O)OCc1cccc(Cl)c1 (stereo not drawn) | 1% | ? | ?
CCc1ccc(-c2nc(SCC(=O)N(CCOC)c3c(N)n(Cc4ccccc4)c(=O)[nH]c3=O)n[nH]2)cc1 | 4% | -2% | 3%

Continued.
SMILES | TDP1 inh | DT40 TDP1 no CPT | DT40 TDP1 CPT
CCn1c(O)c(/C=N/NC(=O)c2ccncc2)c(=O)n(CC)c1=S | 5% | -5% | -22%
Cc1cc(C(=O)OCC(=O)N(C)c2ccccc2)c2ccccc2n1 | 1% | ? | -19%
O=C(CN1C(=O)c2cccc3cccc1c23)Nc1ccccc1C(=O)NCc1ccco1 | nt | ? | ?
CCOC(=O)CNC(=O)OC1CCN2Cc3ccccc3N=C12 (stereo not drawn) | nt | -10% | 25%
O=C(CCC(=O)NCCO)NCCO | 4% | -13% | -16%
CC(C)COc1cccc(C(=O)Nc2cc(S(=O)(=O)N3CCOCC3)ccc2N2CCCC2)c1 | nt | 21µM* | ?
CCOc1cc(S(=O)(=O)NCCCN2CCOCC2)ccc1F | 3% | -8% | -16%
Cc1nnc2sc(-c3cccc4ccccc34)nn12 | 1% | -26% | -11%
NC1=NC(c2ccccc2Cl)n2c(nc3ccccc32)N1 (stereo not drawn) | 2% | -13% | -24%
O=C1c2ccccc2C(=O)N1CCCCSc1nc2ccccc2c(=O)n1CCCN1CCOCC1 | 8% | ? | ?
CCN(c1ccccc1)S(=O)(=O)c1ccc(NC(=O)c2nc(SC)ncc2Cl)cc1 | 6% | 21µM* | 12µM*
CCCCn1nnc(NC(=S)NC(=O)c2cccs2)n1 | -3% | ? | -22%
CCCCNc1c(-c2cccc(-c3cc(C(C)=O)cs3)c2)nc2cc(C)ccn12 | 6% | ? | ?
NC(=O)C1CCN(S(=O)(=O)c2cc3c4c(c2)CCN4C(=O)CC3)CC1 | -9% | -10% | 2%
CCOC(=O)Cc1nnc(NC(=O)CSc2nnc3c4ccccc4n(C(C)C)c3n2)s1 | 6% | -29% | -19%
CCOC(=O)C1C(c2cccnc2)NC(=O)NC1(O)C(F)(F)F (stereo not drawn) | -2% | 0% | 11%
CCOc1ccc(C(=O)CC(C(=O)O)N2CCN(Cc3ccccc3)CC2)cc1 (stereo not drawn) | 2% | 3.7µM* | 21µM*
Cc1cc2ncn(/N=C/c3ccc(-c4ccccc4)o3)c2cc1C | 10% | ? | -9%
O=[N+]([O-])c1cccc(S(=O)(=O)NCCCn2ccnc2)c1 | nt | -18% | -3%
Cc1cc(-c2nnc(-c3ccccc3)c(-c3ccccc3)n2)c(C)o1 | 8% | ? | ?
O=C(COC(=O)CC1CCCC1)Nc1ccc(OC(F)F)cc1 | -6% | -18% | -26%
CCCC(C)c1nnc(NC(=O)COc2ccc3c(c2)OCO3)s1 (stereo not drawn) | 13% | -10% | 0%
Cc1ccc(NC(=O)CN(C)C(=O)CSc2ccccc2F)cc1 | 0% | -16% | 1%
COc1ccc(-n2c(SCC(=O)NNC(=O)c3ccccc3C)nnc2-c2ccncc2)cc1 | 4% | 4% | ?
O=C(c1ccccc1C(F)(F)F)N1CCOc2c(cc(-c3nc4ccccc4s3)cc2OC2CCOC2)C1 (stereo not drawn) | nt | -5% | 23%[9.04 µM]
SMILES | TDP1 inh | DT40 TDP1 no CPT | DT40 TDP1 CPT
CCc1ccc(N2CC(C)Cn3c2nc2c3c(=O)n(CC(=O)O)c(=O)n2C)cc1 (stereo not drawn) | -1% | 1% | -13%
Cc1ccc(CN2CCN(CC(=O)NCc3ccccc3Cl)C2=O)cc1 | 0% | -9% | 1%
COc1cccc(CNC(=O)CCC2CCCN(C(=O)c3cc(C4CC4)[nH]n3)C2)c1 (stereo not drawn) | nt | -12% | ?
COc1cccc(CNc2sc3c(c2C(=O)Nc2ccc(OC)cc2OC)CCC3)c1 | 7% | 21µM* | 13µM*
Cc1ccc(-c2nc(Nc3ccccc3)n[nH]2)cc1 | 7% | -27% | ?
COc1ccc(-n2c(-c3ccccc3)nc(=S)c3c2CCCC3)cc1 | 3% | ? | ?
O=C(Nn1cnnc1)C(c1ccccc1)c1ccccc1 | -7% | -3% | -7%
COc1cccc(CNCC(=O)Nc2ccc(N3CCOCC3)cc2)c1 | 1% | 6% | 12%
CCOC(=O)C1(C#N)Cc2ccccc2C1 | nt | 7% | 8%
CC1(C)OC(=O)C2(Cc3ccc(Br)cc3N3CCCCC32)C(=O)O1 (stereo not drawn) | 7% | -13% | -17%
C=CCOc1ccc(CNc2nccs2)cc1OC | 5% | -21% | -21%
CCS(=O)c1ccccc1C(=O)OCC(=O)Nc1ccc2ccccc2c1 (stereo not drawn) | 0% | ? | -29%
O=C(N[C@@H](Cc1ccccc1)C(=O)NCc1ccc(F)cc1)C1CCNCC1 | 4% | 6% | -1%
CCOC(=O)c1c(NC(C)=O)c2c3c(sc2n1Cc1nc(-c2cccc(C)c2)oc1C)CCCC3 | -3% | ? | 3.7µM*
O=C1c2ccccc2C(=O)N1c1ccccc1 | nt | 7% | 1%
CCCCNC(=O)CCC(=O)NNc1nc2ccccc2c2nc(C)nn12 | 9%&-3% | ? | -23%&1%
CC(NC(=O)Cc1ccccc1F)c1ccc(F)cc1 (stereo not drawn) | 2% | -8% | 6%
CCC(=O)Nc1nnc(SCc2cccc(F)c2)s1 | -2% | ? | 8%
O=[N+]([O-])c1cnccc1Nc1ccccc1 | 3% | ? | ?
O=C(CCNS(=O)(=O)c1ccc(Br)cc1)NCC1CCCO1 (stereo not drawn) | 0% | -6% | 1%
CC(C)C(NC(=O)c1ccoc1)c1nnc2n1CCN(Cc1ccc3c(c1)Cc1ccccc1-3)CC2 (stereo not drawn) | nt | ? | ?
C=CCn1c(-c2ccccc2)nc(=S)c2c1CC(C)(C)OC2 | 5% | 14% | -2%
CC1(C)CC(=O)C=C(NCCN2CCN(C(=O)Nc3ccc(Cl)c(Cl)c3)CC2)C1 | -11% | -1% | ?
COc1cccc(/C(O)=C2/C(=O)C(=O)N(c3ccccn3)C2c2ccc(OC)c(OC)c2)c1 (stereo not drawn) | -6% | -1% | -2%
CC(C)c1ccc(S(=O)(=O)c2nnn3c2nc(NCC2CCCO2)c2ccccc23)cc1 (stereo not drawn) | 2% | 2% | -11%
SMILES | TDP1 inh | DT40 TDP1 no CPT | DT40 TDP1 CPT
COC(=O)CC(=O)CSc1nc2cc(C(=O)NCC(C)C)ccc2c(=O)n1CCc1ccccc1 | 8% | 21µM* | ?
Cc1[nH]n(-c2ccccc2)c(=O)c1C=NC1CCCCC1 | 8% | ? | -23%
Cc1cccc(NS(=O)(=O)c2ccc3[nH]c(=O)cc(C(=O)O)c3c2)c1 | 0% | 7% | 3%
Cc1cccc(NC(=S)NC2CCCC2)c1C | nt | 0% | 1%
O=C(c1ccc(Cl)cc1)[C@@H]1[C@@H]2C(=O)N(c3ccccc3)C(=O)[C@@H]2C2c3ccccc3C=NN21 (stereo partly drawn) | 8% | 22% | -18%
Cc1csc(CN(C)C(=O)CC2C(=O)NCCN2Cc2ccc(F)cc2Cl)n1 (stereo not drawn) | 5% | 10% | -21%
O=C(c1ccc(OC2CCN(C/C=C/c3ccccc3)CC2)cc1)N1CCCC1 | 4% | ? | -22%
CC(C)N(Cc1nccn1C)C(=O)CC1C(=O)NCCN1Cc1ccccc1C(F)(F)F (stereo not drawn) | 4% | -6% | -2%
CCc1ccc(N2CN(CCc3ccccc3)CNC2=S)cc1 | 3% | 29µM* | ?
COc1ccc(-n2nc(C(=O)NCC(=O)Nc3cccc(C)n3)c3ccccc3c2=O)cc1 | 2% | ? | ?
COc1ccccc1NC(=O)COC(=O)c1ccc(S(=O)(=O)NCc2ccco2)cc1 | 2% | -3% | -26%
COc1cc(-c2n[nH]c(=S)n2/N=C/c2cccn2C)cc(OC)c1OC | nt | 18µM* | ?
CC(C)C(N)c1csc(Nc2ccc(C(=O)NCCCO)cn2)n1 (stereo not drawn) | nt | -6% | -1%
Cc1cc(C)nc(SC2CCCCC2NS(=O)(=O)c2ccccc2)n1 (stereo not drawn) | 5% | ? | ?
CCOc1ccc(NC(=O)Cn2c(=O)n(Cc3ccc(C(=O)NCc4ccc(C)cc4)cc3)c(=O)c3ccccc32)cc1 | 2% | 15µM* | 16µM*
Cc1onc(-c2ccccc2)c1C(=O)Nc1ccc(Br)cc1Cl | -1% | -2% | 6%
COc1cc2c(NC3CCN(C(C)C)CC3)nc(N3CCCN(C)CC3)nc2cc1OCCCN1CCCC1 | nt | 3.5µM* | 5µM*
